CRE Fsk mod: alters forskolin-stimulated CRE reporter signaling in CHO cells; 2.5% of 71,000 active; AID 662; Potency, µM (series often up to 38.2 µM), for the others: at the top dose activity change, negative = inhibition, actives largely listed as activators; CHO CRE-bla reporter (cAMP response element driving beta-lactamase), forskolin EC10, beta-lactamase ratio; active = well fitted activation curve with a large enough effect in the signal ratio, with a control signal flat, not every such curve was filed as active; inconclusive = small, poorly fitted or top-dose-only effect, or effect the other way, or a change in a side signal; the % refers to the signal ratio; note: potency is the fitted concentration of half-maximal effect; % of control where 0% means no effect
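Modulation of forskolin-driven signalling is measured in CHO cells carrying a CRE-controlled beta-lactamase reporter. Cells are stimulated with EC10 NKH 477 in the presence of titrated compound for 3 h at 37 °C, then loaded with CCF4 for 2 h at room temperature.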
Tau filament bind: binders of human tau filaments | P10636 | recombinant tau filaments, thioflavin S fluorescence, 15 h; filaments grown with octadecylsulfate alongside compound | Potency, µM (titrated, usually from 57.1 µM), inactives show at the top dose activity change, negative = inhibition | 2% of 71,000 active | AID 596;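 note: potency is the fitted concentration of half-maximal effect; % is set by controls: 0 for no effect and ±100 for the full control effect; actives lower thioflavin S fluorescence by blocking filaments or displacing dye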
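ThS-based fibril read: tau 1 uM final, inducer ODS 30 uM final, 37 C for 15 h, ex 450/em 510 nm.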
Caspase-7 inhib: caspase-7 (human) inhibition, allosteric or competitive; 0.02% of 75,000 active; AID 889; recombinant caspase-7, Ac-DEVD-AFC fluorescence rate; Potency, µM (highest dose often 57.5 µM), without a hit: at the top dose activity change, negative = inhibition, most hits filed as inhibitors; active = well fitted inhibition curve with a large enough effect in the main read-out, with a control signal flat, not every such curve was filed as active; inconclusive = small, poorly fitted or top-dose-only effect, or a change in a side signal; note: potency is the fitted concentration of half-maximal effect; % of control where 0% means no effect
A350 autofl: compound fluoresces in the Alexa 350 spectral region. Compound autofluorescence, 340/450 nm, Alexa 350 dye-equivalents; hits give high values. max dye-equivalent concentration, M. 11% of 59,000 active. AID 590; in the data active = max dye-equivalent concentration above about 10 nM; inconclusive = mostly about 1.1 nM to 9.6 nM
FLuc inh: blocks Photinus pyralis firefly luciferase activity; P08659; purified firefly luciferase, luminescence, 8 min; Potency, µM (highest dose often 57.1 µM), for inactives: top-dose activity change, negative = inhibition, actives largely listed as inhibitors; 2.2% of 72,000 active; note: potency is the fitted concentration of half-maximal effect; % is set by controls: 0 for no effect and ±100 for the full control effect; nearly all actives have a fitted effect of over 40% in size
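Titration-based qHTS; buffer 50 mM imidazole pH 7.2, 50 mM KCl, 7 mM MgCl2, 10 uM ATP, 0.01% Tween 20, 0.05% BSA; luciferase/luciferin detector mix added after compound; 8 min, ambient; luminescence.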
BRCT inh green: BRCA1 BRCT-phosphoprotein interaction inhibition; AID 875; BRCA1 BRCT-phosphopeptide binding, green fluorescence polarization; Potency, µM (titrated, usually from 76.9 µM), for the others: top-dose activity change, negative = inhibition, usual class: inhibitors; 0.05% of 75,000 active; P38398;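 note: potency is the fitted concentration of half-maximal effect; plate controls were peptide without protein for full effect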
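Compounds were incubated for 12 min at room temperature with a complex of 100 nM fluorescein-tagged pBACH1 decapeptide and 250 nM His-tagged BRCT protein. Buffer was phosphate pH 7.3 with EDTA, DTT and Tween 20. Disruption of binding lowers the polarization signal.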
USP2a inh: USP2a (human) protease inhibition | USP2a enzymatic assay, qHTS inhibition | Potency, µM (series often up to 38.3 µM), for the others: at the top dose activity change, negative = inhibition, most hits filed as inhibitors | 0.1% of 60,000 active | AID 927;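 note: potency is the fitted concentration of half-maximal effect; nearly all actives have a fitted effect of over 60% in size; plate controls were DMSO for no effect and NEM full inhibition control for full effect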
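USP2 core (20nM final) preincubated 30 min RT with compound, then Ub-PLA2 20nM and NBD C6-HPC 20uM final added; buffer 20mM Tris-HCl pH 8.0, 2mM CaCl2. Fluorescence Ex 460/Em 535 read at 0 and 2.5 h; normalized to NEM.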
HEK293 cAMP ctrl: counter-screen for TSHR agonists: cAMP increase in parental HEK293; 2.5% of 73,000 active; AID 938; Potency, µM (doses to about 57.1 µM), for the others: at the highest dose activation, hits mostly activators; parental HEK293 CNG cAMP sensor, membrane potential fluorescence; note: potency is the fitted concentration of half-maximal effect; % of control where 0% means no effect; nearly all actives have a fitted effect of over 55% in size
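Parental HEK 293 cells stably expressing a cAMP-gated CNG channel were loaded with membrane potential dye containing 100 uM RO 20-1724 for 60 min. Compound added for 30 min; depolarization read as fluorescence intensity at 590 nm.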
Casp1 inh: caspase-1 (human) inhibition, allosteric or competitive. P29466. Caspase-1 enzyme, Ac-WEHD-AFC fluorogenic rate. Potency, µM (titrated, usually from 57.5 µM), without a hit: at the highest dose activity change, negative = inhibition, usual class: inhibitors. 0.03% of 75,000 active;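 note: potency is the fitted concentration of half-maximal effect; plate controls were vehicle for no effect and no substrate for full effect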
BRCT inh red: BRCT-phosphoprotein interaction inhibition (red fluorophore); Potency, µM (highest dose often 76.9 µM), for the others: top-dose activity change, negative = inhibition, actives largely listed as inhibitors; P38398; BRCT-phosphopeptide binding, red fluorescence polarization; AID 892; 0.03% of 75,000 active; note: % is set by controls: 0 for no effect and ±100 for the full control effect
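Fluorescence polarization: 100 nM His-tagged BRCA1 BRCT with 100 nM TAMRA-labelled phospho-BACH1 decapeptide, phosphate buffer pH 7.3 with 150 mM NaCl, DTT, 0.01% Tween 20; 12 min RT. Binding inhibition seen as FP decrease.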
ERK AVP inh: inhibitors of vasopressin-stimulated ERK signaling pathway | HEK293-V1b, vasopressin-stimulated pERK AlphaScreen | Potency, µM (doses to about 57.5 µM), for the others: at the highest dose activity, negative = inhibition, usual class: inhibitors | 0.99% of 72,000 active | AID 995; note: potency is the fitted concentration of half-maximal effect; % is set by controls: 0 for no effect and ±100 for the full control effect; nearly all actives have a fitted effect of over 55% in size
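Overnight-seeded V1b-HEK293 cells in 1% FBS got compound, then vasopressin (25 nM final, 5 min, 37C), then lysis buffer. AlphaScreen detection of phospho-ERK; activity normalized to basal and full-stimulation controls.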
Active calls of the source: *; i = inactive; ? = inconclusive; . = no result given; [ ] = remark or other dose. Unless noted, calls come from the whole dose curve; as a rule, active = well fitted curve in the direction sought with a large enough effect; inconclusive = small, poorly fitted or top-dose-only effect, or another doubt; inactive = no such curve, though single readings can be large; an effect the other way counts as inactive or inconclusive.

The line under a structure holds: BRCT inh red, BRCT inh green, Tau filament bind, ERK AVP inh, FLuc inh, USP2a inh, CRE Fsk mod, HEK293 cAMP ctrl, A350 autofl, Casp1 inh, Caspase-7 inhib
> CCOC(=O)c1ccc(CNC(=O)c2cc(C(C)(C)C)oc2C)o1
 : -1.9%, -1.1%, -7%, -3%, 0%, 5%, -5%, 6%, i, 1%, -1%
> COc1ccc(C2CC(=O)N3C(=C2C#N)SCC3(O)c2ccccc2)cc1 (stereo unspecified)
 : 2.2%, 2.0%, -8%, -2%, 1%, 37%[activator], ?, ?, i, -8%, -13%
> CS(=O)(=O)c1nc(-c2ccccc2)cc(C(F)(F)F)n1
 : -0.4%, -0.9%, -28%, -67%, -3%, -3%, ?, 20%, i, 2%, -1%
> Cc1cccc(N2CCN(C(=O)CCCn3c(=S)[nH]c4cc5c(cc4c3=O)OCO5)CC2)c1C
 : -3.6%, -4.0%, 204%, -18%, 0%, 36%[activator], 4%, 9%, i, -4%, -3%
> Cc1nc2cnc(N(C)C)nc2n(Cc2ccc(F)cc2)c1=O
 : -2.9%, 3.1%, -3%, 15%, 1%[11.4 µM], 10%, ?, ?, 2.2e-08M*, -6%, -8%
> CCN1CCCC1CN(Cc1cc2cc(OC)ccc2[nH]c1=O)C(=O)NCc1ccccc1 (stereo unspecified)
 : -1.7%, 0.1%, 7%, -9%, 0%, 55%[activator], -8%, 13%, 2.6e-07M*, -1%, 1%
> CC1CN(S(=O)(=O)c2ccc(C(=O)Nc3sc4c(c3C(N)=O)CCN(C)C4)cc2)CC(C)O1 (stereo unspecified)
 : 0.8%, 3.2%, 90%, ., 0%, ., 5%, ?, ., -5%, -5%
> Cn1cc(Cl)c(-c2nc3ccccc3[nH]2)n1
 : -0.6%, -0.4%, 7%, -4%, 25µM*, -2%, -2%, 5%, i, -2%, 1%
> COc1ccc(OC)c(/C=N/c2oc(-c3ccco3)c(-c3ccco3)c2C#N)c1
 : -0.8%, 5.7%, ?, -26%, -2%, 22%, ?, -20%, ?, ?, ?
> CC(=O)c1ccc(N2C(=NC(=O)C(C)C)SC3CS(=O)(=O)CC32)cc1 (stereo unspecified)
 : 0.2%, -0.3%, 9%, 10%, 0%, -3%, ?, 6%, i, -1%, -1%
> COc1ccccc1NC(=O)c1ccc(C)s1
 : -0.8%, -0.2%, 2%, 2%, -18%, 4%, -9%, 20%, ?, 1%, 1%
> Cc1c(NC(=O)C(C)Sc2nc3ccccc3c(=O)n2CCO)c(=O)n(-c2ccccc2)n1C (stereo unspecified)
 : 0.5%, -1.0%, -12%, 11%, 1%, -2%, 14%, -4%, i, 1%, -2%
> CCc1ccc(N2CC(C(=O)Nc3cc(C)ccc3F)CC2=O)cc1 (stereo unspecified)
 : 0.9%, -0.3%, 37%[11.4 µM], 5%, -1%, 5%[7.66 µM], ?, 19%[11.4 µM], ., 1%, -1%
> COc1ccc(C(=O)OCCN2C(=O)c3ccccc3C2=O)cc1
 : 0.9%, -1.0%, ., ., ., ., ., 11%, ., 0%, -4%
> O=C(Nc1ccc(F)cc1)C1CCN(c2nnnn2-c2ccccc2)CC1
 : -0.9%, -3.9%, -2%, -4%, 0%, ., -2%, -2%, i, -3%, 2%
> COc1cccc(-c2ccc(=O)n(CC(=O)Nc3cc4c(cc3NC(C)=O)OCCO4)n2)c1
 : 0.4%, -0.2%, 3%, 31%, 2%, 24%, -4%, 15%, i, -2%, 0%
> C=CCN(C(=O)Nc1ccc(F)cc1)C1CC(=O)N(c2ccc(OC)cc2)C1=O (stereo unspecified)
 : 0.3%, 0.3%, -6%, -4%, -1%, -5%, -10%, -3%, i, 1%, 1%
> CCC(=O)N1c2ccccc2-c2nnc(SC)nc2OC1c1ccc(N(C)C)cc1 (stereo unspecified)
 : -0.7%, -11%, 25µM*, -20%, 1%, ., -2%, 3%, ., -3%, ?
> CN(CC(=O)O)Cc1oc(CO)cc(=O)c1O
 : 0.6%[15.4 µM], -0.9%[15.4 µM], 6%[11.4 µM], 4%[11.5 µM], 1%[11.4 µM], ., 2%[7.6 µM], 0%[11.4 µM], i, 0%[11.5 µM], 0%[11.5 µM]
> COc1cc(-c2noc(CCCC(=O)NCc3ccco3)n2)cc(OC)c1OC
 : 0.5%, -1.5%, 1%, -10%, 2%, 11%, ?, 3%, 1.3e-08M*, -1%, 0%
> Cc1ccc2nc(Nc3nc(C)cc(C(F)(F)F)n3)nc(C)c2c1
 : 0.7%, -0.1%, -5%, -11%, 5%, 5%, 3%, 6%, ?, 2%, 0%
> COc1cc2cc(Oc3ccc4ccc(=O)oc4c3)c(=O)oc2cc1O
 : 0.2%, -2.2%, ?, 5%, 1%[11.4 µM], ., 25µM*, -8%, 2.8e-08M*, -7%, -17%
> O=S(=O)(c1ccccc1)N1CCC2(CCN(c3ccccc3)CC2)CC1
 : 0.0%, 3.4%, ?, -26%, 1%[11.4 µM], 82%[activator], -1%, 11%, i, -4%, -3%
> CC(C)[C@H](NC(=O)Nc1cccc(C(F)(F)F)c1)C(=O)O
 : 1.9%, -1.5%, 8%, -16%, -1%, -4%, ?, 8%, i, 0%, -3%
> CC(=O)c1ccc(OCC(O)CN2CCN(Cc3ccc4c(c3)OCO4)CC2)cc1 (stereo unspecified)
 : -0.1%, -0.9%, 34%, -19%, -3%, ., 1%, 2%, ., -1%, -1%
> COc1ccc2c(c1)sc1nc(-c3ccccc3)cn12
 : 0.5%, 0.3%, 131%, -10%, 0.063µM*, 14%, ?, ?, i, -2%, -3%
> CC(C)(C)NC(=O)CSc1n[nH]c(=O)n1-c1ccccc1
 : -0.9%, -4.1%, 15%, 2%, 1%, 3%, 8%, -2%, i, -1%, 0%
> COc1cc(C2C3C(=O)N(Cc4ccccc4)C(=O)C3ON2c2ccccc2)cc(OC)c1OC (stereo unspecified)
 : -2.0%, 1.2%, -3%, -28%, 2%, 26%, ?, 29%, i, -6%, -3%
> Cn1cccc1Cc1nnc(SCC(=O)Nc2cccc(Cl)c2)n1-c1ccc(F)cc1
 : -1.5%, -1.4%, 78%, 14%, 0%, ., ?, 7%, ., -5%, -3%
> COc1ccccc1N1CCN(C(c2ccc(Cl)cc2)c2nnnn2C(C)(C)C)CC1 (stereo unspecified)
 : -0.3%, -0.8%, -18%, -6%, -1%, 212%[activator], 2%, 2µM*, i, -2%, -1%
> Oc1ccc(C=NCC2COc3ccccc3O2)cc1 (stereo unspecified)
 : -0.1%, -3.4%, -2%[11.4 µM], -30%, 0%, 14%[7.66 µM], ?, 9%[11.4 µM], ., 1%, 0%
> COC(=O)NC(c1ccco1)[C@@]1(C(=O)OC)CCCC1=O (stereo partly specified)
 : -0.1%[15.4 µM], -1.3%[15.4 µM], ., 17%[11.5 µM], ., ., ., -6%[11.4 µM], ., -4%[11.5 µM], -1%[11.5 µM]
> Cc1ccc(S(=O)(=O)N2CCCC(C(=O)O)C2)s1 (stereo unspecified)
 : 1.0%, -1.0%, -1%, -3%, 1%, ., -1%, 6%, ., 0%, -1%
> Cc1cccc2cc(CN(Cc3cccs3)C(c3nnnn3C3CCCC3)C(C)C)c(=O)[nH]c12 (stereo unspecified)
 : -2.5%, 3.5%, 175%, -6%, 1%, 22%, ?, 20%, i, -1%, -1%
> CC(O)CCc1nc2ccc(C(=O)O)cc2[nH]1 (stereo unspecified)
 : -9.8%, 1.1%, 16%, ?, 4%, -8%, ?, 7%, i, 2%, 2%
> COc1ccc(-n2c(=O)c(CCc3ccccc3)nc3cnc(N4CCOCC4)nc32)cc1
 : -0.3%, 0.4%, 6%, -7%, 3%[11.4 µM], 70%[activator], ?, -4%, ?, -9%, -13%
> O=C(CSc1nnc(CN2CCOCC2)n1-c1ccccc1)Nc1ccc(Cl)cc1
 : 1.6%, -0.9%, -9%, 2%, 2%, -3%, -5%, ?, ?, -5%, 0%
> O=C(O)c1cc2c([nH]c1=O)CCCC2
 : -0.6%, -1.6%, -2%, 7%, 1%, -4%, ?, -6%, 2.5e-08M*, 0%, -1%
> Cc1nc2ccccc2c(=O)n1NC(=O)c1ccc(F)cc1Cl
 : 0.8%, 0.4%, 1%, 12%, 3%, 0%, -5%, 10%, i, 1%, -2%
> CCCCSc1c(C)c2cc3c(cc2[nH]c1=O)OCO3
 : 0.1%, -0.8%, 42%, -11%, -2%, 2%, -6%, 17%, 8.5e-08M*, -1%, 0%
> COC(=O)C1CCN(C(=O)CCCOc2ccccc2)CC1
 : 0.9%, -0.5%, 2%, -14%, ?, 5%, ?, 8%, ?, 1%, 0%
> CCOC(=O)C(Cc1ccc(O)cc1)NC(C)=O (stereo unspecified)
 : 1.0%, -0.6%[3.08 µM], ., 18%, ., -3%, ., ., ., 3%, 0%
> CCOC(=O)C(NCc1ccc2c(c1)OCO2)(NC(=O)CC)C(F)(F)F (stereo unspecified)
 : 0.3%, -2.5%, 0%, -13%, -2%, 6%, 5%, 10%, ?, 1%, 0%
